Source: PubChem (several laboratories)
AI-2 QS modul = Vibrio harveyi AI-2 quorum sensing modulation. Vibrio harveyi JMH597 AI-2 luminescence/OD600 ratio, 9 h; active compounds read low; strain lacks LuxN and CqsS sensors; 0 = neutral-control median. activity change, % at 7.5 µM. 300,000 tested, 0.4% active. AID 2094; in the data active means activity change below about -75%, passing the limit was not always enough; inconclusive means no clear call, values can overlap the other calls;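 further: luminescence divided by OD600 gain over 9 h not by final OD600 alone; inactives centre near 13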
IEC-6 cytotox = counter-screen for KLF5 inhibitors: cytotoxicity in IEC-6 cells. IEC-6 cytotoxicity, luminescence viability. inhibition, % at 5 µM. 290,000 tested, 0.78% active; in the data active means inhibition above about 22%;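 further: 0% = plate median of test compound wells and 100% = cytotoxic reference compound wells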
Platelet DG rel = modulates dense granule release in human platelets | 300,000 tested, 0.22% active | AID 1663 | inhibition, %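 (compounds screened at 7.5 µM in platelet-rich plasma)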 | human platelet-rich plasma, SFLLRN dense granule ATP release, luminescence;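 active means mean replicate score, as percent of positive control, at or above 50; inconclusive means mean below 50 but at least one replicate at or above 50; inactive means mean and every replicate below 50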
HSF1 inh = HSF1 inhibition; 300,000 tested, 0.77% active; NIH3T3-HGL HSE-luciferase, MG132-induced, luminescence 8 h; active compounds read low; activity change, negative = inhibition, % at 7.5 µM (by protocol);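 active means more than half of replicate wells show activity change below -50%, luminescence cut by over half; inconclusive means some wells, but at most half, below -50%; inactive means no replicate well below -50%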;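 further: luciferase reports HSF-1 transcriptional activity via heat shock element; 0% = median of DMSO wells and -100% = zero luminescence signal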
SKKanGAS inh = SKKanGAS growth inhibition. inhibition, % at 7.5 µM. S. pyogenes SKKanGAS, kanamycin growth, BacTiter-Glo, 6 h. 300,000 tested, 1.3% active;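 active means mean replicate score, as percent of positive control median, at least 50; inconclusive means mean below 50 but one replicate at or above 50; inactive means mean and every replicate below 50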;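 further: strain carries kanamycin resistance gene driven by streptokinase promoter and grows in 40 µg/ml kanamycin; loss of luminescence reflects streptokinase promoter inhibition or plain growth inhibition; 0% = median of DMSO wells and 100% = positive control at its reference dose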
aSyn 5UTR inh = 5' untranslated region of α-synuclein, MLPCN primary screen. inhibition, % (tested at 7.5 µM). 300,000 tested, 0.82% active. alpha-synuclein 5'UTR reporter, inhibitor activity; in the data active means inhibition above about 60%; inconclusive means no clear call, values can overlap the other calls;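 further: H4 neuroglioblastoma cells stably carrying SNCA 5'UTR luciferase fusion; 0% = DMSO wells and 100% = positive control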
HIF activator = HIF pathway transcriptional activation | U2OS HRE-luciferase reporter, luminescence; normalized: DMSO 0%, desferrioxamine 100% | activation, % at 7.5 µM (by protocol) | 300,000 tested, 0.32% active;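 active means mean activation of at least 10% of the iron chelator positive control signal, with at least half of replicates also reaching 10%; inconclusive means mean and replicate majority disagree about reaching 10%; inactive means mean and most replicates under 10%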
HSP90 refold inh = HSP90 refolding inhibition in rabbit reticulocyte lysate | luciferase refolding luminescence, 3 h | inhibition, % at 5.6 µM | 290,000 tested, 0.91% active | AID 1789;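 active means inhibition above the screen-wide mean plus 3 SD, computed separately per campaign, cut at about 16% in these data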;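 further: 0% = DMSO wells and 100% = 60 µM geldanamycin wells; inhibitors lower the luminescence because luciferase stays unfolded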
HSF-1 act = increases HSF-1 driven luciferase reporter signal; NIH3T3-HGL HSF-1 luciferase reporter, MG132, 8 h; 100% = twice DMSO control signal; activation, % at 9 µM; 300,000 tested, 1.7% active;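 active means mean replicate activation of at least 50% with a set share of replicates each reaching 50%; inconclusive means only one of those two conditions met; inactive means mean below 50% and too few replicates reaching it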;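 further: 0% = median of the neutral control wells and 100% = twice that signal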
KLF5 inhibitor = suppresses KLF5 promoter-driven expression | 290,000 tested, 0.23% active | inhibition, % at 5 µM | DLD-1 KLF5 promoter-luciferase reporter, luminescence;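 active means inhibition above a per-plate limit of that plate's mean compound inhibition plus 3 SD, cut at about 60% in these data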;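 further: 0% = DMSO wells and 100% = LY294002 at 200 µM; higher means less KLF5 promoter-driven luciferase light; inactives centre near -14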
* = called active by the depositor; ? = inconclusive; . = no result given.

Values run as follows: HSF-1 act, HSP90 refold inh, aSyn 5UTR inh, KLF5 inhibitor, IEC-6 cytotox, Platelet DG rel, SKKanGAS inh, HSF1 inh, HIF activator, AI-2 QS modul
CC1=Nc2ccccc2N=C(NC(=O)CSC(=S)N2CCCCC2)C1c1ccccc1 (stereo not given)
 : 11, 3, 18, -12, 10, 4, 0, 11, 0.1, 30
CC1CCCC(C)N1C(=O)COC(=O)c1cc(-c2cccs2)nn1-c1ccccc1 (stereo not given)
 : 4, ., 2, ., ., 0, 0, 0, 0.0, 16
O=C(COC(=O)c1cc[n+]([O-])cc1)Nc1cc([N+](=O)[O-])ccc1Cl
 : -10, ., -4, ., ., -4, -1, -8, 0.0, 18
COc1ccc(NC(=O)CCCCC(=O)Nc2ccc(OC)cc2)cc1
 : 20, -2, 7, -31, -3, 0, -3, -1, -0.5, 10
CC(NC(=O)CN(C)Cc1nc2ccccc2c(=O)[nH]1)c1ccccc1 (stereo not given)
 : 24, 0, 24, -2, -4, -2, 0, 0, -0.2, 14
CCN(Cc1cc2ccccc2[nH]c1=O)C(=O)C1CCCCC1
 : 6, -1, 2, -45, 0, 0, 1, 1, -0.3, 4
CCCN(CCC)S(=O)(=O)c1ccc(C(=O)N2CCC(=O)c3ccccc32)cc1
 : -9, 5, 3, 3, 0, 2, 5, 2, 0.2, 2
CS(=O)(=O)N1CCN(C(=O)c2csc3ccccc23)CC1
 : -7, -2, 18, -13, -6, -1, 9, -3, -0.2, 25
CC(=O)Nc1ccc(C(=O)Nc2ccc(S(=O)(=O)NCC3CCCO3)cc2)cc1 (stereo not given)
 : -27, -3, -7, -16, 0, 0, -4, -12, 0.5, 16
Cc1nc(N2CCOCC2)c(C#N)c(C)c1Br
 : -3, -2, 25, -16, -6, -2, 4, -1, 1.9, 40
CCc1ccc2nc(NC(=O)C3CSC4(C)CCC(=O)N34)sc2c1 (stereo not given)
 : 13, ., -107, ., ., -6, -1, 14, 2.5, 26
Cc1cccc(NC(=S)NCc2ccccc2)c1C
 : -12, 1, 9, -15, -4, 3, 1, -4, 0.6, 7
C/C(CC(=O)N1CCN(C=O)CC1)=N\NC(=O)c1ccc(Br)cc1
 : -6, 1, -15, -56, 4, 5, -9, -1, -0.3, 4
Cc1c(NS(=O)(=O)c2ccc(F)cc2)c(=O)n(-c2ccccc2)n1C
 : 30, -2, 16, -19, 7, 0, -3, 2, -21, 59
COCCNC(=O)CSc1nc2nc(C)cc(C)n2n1
 : 4, 0, 5, -12, -8, -13, -10, -1, -0.1, 28
O=C(c1ccc(Br)o1)N1CCN(c2ncccn2)CC1
 : 7, -3, -1, 5, 1, 3, -1, -6, 1.0, 11
CC(=O)c1cc2c(cc1NC(=O)c1cccc(S(=O)(=O)N3CCN(C)CC3)c1)OCO2
 : 12, 1, -46, -2, 1, 11, -5, -10, -0.5, -5
Cc1ccc(N2C(SCC(=O)O)=NC(=Nc3cccc(C)c3)C23CCCC3)cc1
 : 9, -4, -54, -7, -5, 3, 1, 2, 0.5, 40
N#Cc1cc(N)ccc1-n1cccc1
 : 12, 1, 19, -44, -2, 14, 5, 5, -0.2, 20
Cc1cccc(OCc2nc(-c3nonc3N)no2)c1C
 : ., 1, -144, -87, 4, -5, ., ., 2.8, -14
Cc1ccn2cc(-c3cccc(NC(=O)c4cccs4)c3)nc2c1
 : 36, 2, -85, -112, 5, -1, -3, 22, 2.4, 7
CCOC(=O)C1=NNC(C(=O)c2ccccc2)C1c1ccc(C)cc1 (stereo not given)
 : 16, 4, 21, -2, 1, -2, 31, 9, -0.1, 11
COc1cccc(CN(C)C(c2ccccc2)c2ccccc2)c1OC
 : 6, -5, 16, 4, -1, 4, 16, 2, -0.4, 11
Cc1cccc(NC(=O)CN(c2ccc(C(C)C)cc2)S(=O)(=O)c2c(C)nn(C)c2C)n1
 : 4, 1, -16, -36, 5, -5, -2, -6, -0.3, 9
CCOc1ccc2[nH]c3c(NCCN(C)C)ncnc3c2c1
 : -5, 4, -19, -4, 8, 10, -3, -6, 2.0, 1
COc1ccc(C)c(NC(=O)NCCc2cnc[nH]2)c1
 : -3, -1, 20, -11, 2, -3, -6, -2, 0.2, 2
COC(=O)c1ccc(NC(=O)CNCc2ccncc2)cc1
 : 6, -2, -20, -2, 1, 9, -9, -5, -0.7, -1
O=C(CSc1nnc(CNC(=O)c2cccs2)o1)NCC1CCCO1 (stereo not given)
 : 14, 2, 17, -11, -6, -2, -10, -4, -0.1, 21
COc1ccc(N2CC(C(=O)N[C@@H](CC(C)C)C(=O)NC3CCCCC3)CC2=O)cc1 (stereo not given in full)
 : 23, 2, -7, -40, 1, -6, 1, -4, 0.3, -3
COC(=O)CCCC(=O)NC1CC(C)(C)Cc2c1cnn2-c1ccc(C)cc1 (stereo not given)
 : 0, -1, 6, -35, 2, 3, 12, -3, 0.5, -12
N/C(=N\OC(=O)c1ccc(F)cc1)c1ccc(Br)cc1
 : 35, 5, -143, 9, 5, 27, 1, 1, 2.4, 15
CC(=O)Nc1ccc(/C(C)=N/NC(=O)c2ccc(COc3ccccc3Cl)o2)cc1
 : 21, ., -16, ., ., -3, -4, 6, 0.8, 12
O=C(NCCOc1ccccc1)c1cc2ccccc2o1
 : 26, 4, -81, -148, -10, 5, 1, 32, 1.8, -82*
O=C(c1ccc(Cl)c(S(=O)(=O)Nc2ccccc2C(=O)N2CCc3ccccc3C2)c1)N1CCc2ccccc2C1
 : -11, 4, -19, -19, 2, -2, 23, -3, -1.1, 35
CCSC1=NCCN1C(=O)C(C)(C)Oc1ccc(Cl)cc1
 : -2, 4, 10, -14, 3, -2, 16, 4, 0.1, 9
CCOC(=O)c1sc(=S)n(C)c1NC(=O)c1ccc(OC)cc1
 : -4, 0, 2, 2, -4, -10, -3, -16, 0.0, 8
O=C1CN(C(=O)COC(=O)CNC(=O)c2ccc(Br)o2)c2ccccc2N1
 : -1, 2, -10, -34, -3, -4, 7, 9, 0.8, 21
CCOc1ccc2nc(NC(=O)CSc3nc(SC)ns3)sc2c1
 : 41, -2, -167, -28, 2, 5, 19, 27, 1.3, 14
NC(=O)c1ccccc1NS(=O)(=O)c1ccc2c(c1)OCCO2
 : 4, 1, 5, 9, 2, 3, -5, -2, -0.5, 12
COc1cccc(OC)c1C(=O)Nc1ccc(C(=O)c2ccncc2)cc1
 : 3, ., -11, ., ., -4, -4, -3, -1.3, 23
O=C(NC(=S)NCCOCc1ccc(Cl)cc1)c1cccnc1
 : 8, 3, 16, 9, 7, 5, -3, -4, -0.4, 25
O=S(=O)(NCc1cc(-c2ccc(Cl)cc2)no1)c1ccccc1
 : 15, -3, -4, 14, -6, 0, 7, 11, 0.5, 5
CCN(C(=O)COC(=O)c1cc([N+](=O)[O-])ccc1N1CCCCC1)C1CCS(=O)(=O)C1 (stereo not given)
 : 2, -1, -7, 1, 3, 1, 2, -8, -0.9, 14
Cc1cccc(NS(=O)(=O)c2cc3c(cc2C)N(C)CCO3)c1
 : -11, -2, 9, -7, 0, 8, -1, 7, -0.3, 25
O=C(Nc1cccc(-c2cccc(Cl)c2)c1)C1CCN(Cc2ccc(CO)o2)CC1
 : 4, -1, 10, -35, -2, 6, 46, -1, -0.5, 22
CCOC(=O)c1c(NC(=O)CSc2ncccn2)sc2c1CC(C)(C)NC2(C)C
 : 4, -3, -31, -42, -4, -8, -3, 6, 0.9, 10
Cc1cccc(C(=O)N2CC(=O)Nc3ccc(F)cc3C2c2ccc(F)cc2)c1 (stereo not given)
 : 0, -2, 5, 2, -4, 21, -2, -4, 1.2, 13
O=C(NCc1ccc(Cl)cc1)C(=O)N/N=C/c1ccc(Br)cc1
 : 9, -1, -11, -21, -2, 7, 0, 1, -0.1, 15
Cc1cc(NC(=O)CSc2nnnn2-c2ccc(C(C)C)cc2)no1
 : 9, -2, -4, -3, -1, -2, 20, -11, -0.1, 11
CCCSc1nc(N)c(C#N)c(-c2ccc(C)cc2)c1C#N
 : 7, -2, 15, -11, -1, -1, -5, -10, -0.1, 12
CCc1cccc(NC(=O)CN(C)S(=O)(=O)c2cnc[nH]2)c1
 : 4, -2, 11, -17, 1, ?, 11, -6, 0.0, ?
COC(=O)C12CCC(C)(c3nc4ccccc4nc31)C2(C)C (stereo not given)
 : -3, -2, -8, -22, -2, 1, 1, 1, -0.2, 9
CCN1CCN(C(=O)C2(NC(=O)Nc3ccccc3Cl)CCCCC2)CC1
 : 14, -2, 16, -17, -9, -5, -15, -13, -0.3, 26
CC1CCC(NCCNC(=O)c2ccco2)CC1 (stereo not given)
 : -13, -3, -2, 7, -4, -2, -5, -4, -1.9, 16
CCOc1ccc(S(=O)(=O)N/N=C\c2ccc3c(c2)OCO3)cc1
 : -5, -5, -11, -53, 0, 7, 17, -2, -0.6, 3
Cc1nn2c(-c3ccccc3)ccnc2c1-c1ccccc1
 : -19, -3, -139, -92, 0, -6, -9, 1, 5.0, -3
CCn1c(CNC(=O)c2cccc(C)c2)nc2ccccc21
 : -48, 1, -11, -2, 5, 8, 1, -36, -0.1, 2
CCOC(=O)COc1c(Br)cc(/C=C2\SC(=O)N(CC(=O)N3CCCC3)C2=O)cc1OC
 : 2, -2, -26, -33, -1, -6, 6, 11, -0.9, 23
Cc1nc(N/N=C/c2ccc(Br)cc2)cc(N2CCOCC2)n1
 : 0, -4, 8, -29, -3, -2, 7, 8, 0.1, 4
COc1ccccc1NC(=O)C1CCN(C(=O)c2ccc(C(C)(C)C)cc2)CC1
 : 18, -4, 27, -89, 2, 1, 5, 11, 25*, 22

Another view of some results above:
canonical_smiles	HSF-1 act	HSP90 refold inh	aSyn 5UTR inh	KLF5 inhibitor	IEC-6 cytotox	Platelet DG rel	SKKanGAS inh	HSF1 inh	HIF activator	AI-2 QS modul
N/C(=N\OC(=O)c1ccc(F)cc1)c1ccc(Br)cc1	35	5	-143	9	5	27	1	1	2.4	15
CC(=O)Nc1ccc(/C(C)=N/NC(=O)c2ccc(COc3ccccc3Cl)o2)cc1	21	.	-16	.	.	-3	-4	6	0.8	12
O=C(NCCOc1ccccc1)c1cc2ccccc2o1	26	4	-81	-148	-10	5	1	32	1.8	-82*
O=C(c1ccc(Cl)c(S(=O)(=O)Nc2ccccc2C(=O)N2CCc3ccccc3C2)c1)N1CCc2ccccc2C1	-11	4	-19	-19	2	-2	23	-3	-1.1	35
CCSC1=NCCN1C(=O)C(C)(C)Oc1ccc(Cl)cc1	-2	4	10	-14	3	-2	16	4	0.1	9
CCOC(=O)c1sc(=S)n(C)c1NC(=O)c1ccc(OC)cc1	-4	0	2	2	-4	-10	-3	-16	0.0	8
O=C1CN(C(=O)COC(=O)CNC(=O)c2ccc(Br)o2)c2ccccc2N1	-1	2	-10	-34	-3	-4	7	9	0.8	21
CCOc1ccc2nc(NC(=O)CSc3nc(SC)ns3)sc2c1	41	-2	-167	-28	2	5	19	27	1.3	14
NC(=O)c1ccccc1NS(=O)(=O)c1ccc2c(c1)OCCO2	4	1	5	9	2	3	-5	-2	-0.5	12
